# ALOX12 inh = inhibitors of human 12S-lipoxygenase ALOX12. 580,000 compounds, 1.1% hits. purified 12hLO, xylenol orange hydroperoxide absorbance. AID 1671190. P18054. Potency, µM (doses to about 108 µM), inactives show top-dose activity change, negative = inhibition, usual class: inhibitors; active = well fitted inhibition curve with a large enough effect; inconclusive = small, poorly fitted or top-dose-only effect, or another doubt; inactive = no such curve, though single readings can be large or run the other way
# Target sequence (P18054 whole entry, looked up): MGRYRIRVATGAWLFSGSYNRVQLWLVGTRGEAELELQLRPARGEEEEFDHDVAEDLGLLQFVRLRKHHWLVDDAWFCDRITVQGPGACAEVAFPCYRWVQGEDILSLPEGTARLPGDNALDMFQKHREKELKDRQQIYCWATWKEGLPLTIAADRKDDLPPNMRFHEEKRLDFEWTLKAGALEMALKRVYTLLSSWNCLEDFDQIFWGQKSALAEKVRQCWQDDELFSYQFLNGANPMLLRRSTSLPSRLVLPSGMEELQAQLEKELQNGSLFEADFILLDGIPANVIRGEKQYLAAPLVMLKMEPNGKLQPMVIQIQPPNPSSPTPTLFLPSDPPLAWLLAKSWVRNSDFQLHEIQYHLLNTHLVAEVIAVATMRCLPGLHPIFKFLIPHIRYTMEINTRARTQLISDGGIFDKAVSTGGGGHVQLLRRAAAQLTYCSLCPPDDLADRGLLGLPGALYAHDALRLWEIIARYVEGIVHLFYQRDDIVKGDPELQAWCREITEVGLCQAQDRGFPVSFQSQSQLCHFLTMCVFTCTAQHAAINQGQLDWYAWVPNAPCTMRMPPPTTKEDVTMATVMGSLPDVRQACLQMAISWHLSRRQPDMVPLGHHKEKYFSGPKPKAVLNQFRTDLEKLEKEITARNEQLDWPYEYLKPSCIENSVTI
#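 Purified human 12hLO (150 nM final) in 25 mM Hepes, 0.01% Triton X-100, pH 7.0 was preincubated 15 min at room temperature with compound. Then 40 uM arachidonic acid was added, 30 min. Hydroperoxide was read by Fe-XO absorbance ratio 573/405 nm.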
# Starred values were filed as active, the others as inactive; u = inconclusive; & = joins results of further samples; [ ] = another dose, or the depositor's remark. % is scaled to controls: 0 for no effect and ±100 for the full control effect; potency is read from the fitted curve at half-maximal effect.
SMILES	ALOX12 inh
CCOC(=O)C1CCCN(C(=O)c2cccc3ccccc23)CC1 (stereo not drawn)	u
COc1ccccc1C(=O)N1CCN(c2oc(-c3ccccc3)nc2C#N)CC1	27.8%
COc1cc(-c2cnc3c(NC=O)cc(-c4ccccc4Cl)cn23)cc(OC)c1OC	u
Cc1ccc(-c2nc(C)sc2CC(=O)NCC23CC4CC(CC(C4)C2)C3)cc1	-12.1%
Oc1cc(-c2csc3ccccc23)cc2c1OCCNC2	u
CN(Cc1cccc2cnccc12)C(=O)C(c1ccccc1F)N(C)C (stereo not drawn)	-5.7%
O=C(C1CCCN(C2CCN(c3nnnn3-c3ccccc3)CC2)C1)N1CCCC1 (stereo not drawn)	24.0%
Cc1cc(Cl)ccc1OC(=O)/C(C#N)=C/c1ccc(Cl)cc1	u
N#Cc1ccccc1CNc1ccc(F)c(F)c1F	-18.9%
Cc1ccc(C(=O)NCc2nnc3ccc(-c4ccc(C)c(C)c4)nn23)s1	35.0%
O=C(c1cccnc1)N1CCCC(c2noc(COc3ccccc3F)n2)C1 (stereo not drawn)	36.2%
O=C(Nc1ccccc1)Nc1ccc([C@H]2OCC(=O)N(Cc3ccncc3)[C@@H]2CO)cc1	22.7%[176 µM]
CCCc1noc(-c2ccn3c(CNC(=O)c4ccccc4F)nnc3c2)n1	50.1µM*
COc1ccc(Cl)cc1C(=O)Nc1sc2c(c1C(N)=O)CCCC2	-4.6%
COc1ccccc1CN1CC[C@@](C)(O)[C@H](N2CCCC2)C1	194.5%[activator]
CN1OC[C@@H]2CN(S(=O)(=O)c3cccc(C(F)(F)F)c3)[C@H](c3ccc(-c4cccnc4)cc3)C[C@@H]21	-1.7%
CCOC(=O)C1(Cc2ccccc2)CCCN(C(=O)C#Cc2ccccc2)C1 (stereo not drawn)	-29.4%
CCn1ccc(C(=O)N2CCCC(c3noc(COc4ccccc4F)n3)C2)n1 (stereo not drawn)	24.0%
Cc1ccc(C2(C(=O)N3CCCC4(CC3)CN(C)C(=O)O4)CC2)cc1 (stereo not drawn)	13.5%
COCC(=O)NCCC1CCN(C(=O)Nc2ccc(C)cc2)CC1	43.0%[activator]
Cc1oc2ccn(Cc3ccc(F)cc3)c(=O)c2c1C(=O)O	5.5%
COC(=O)C1CCN(C2CN(Cc3ccc(F)cc3)S(=O)(=O)C2)CC1 (stereo not drawn)	-9.7%
CS(=O)(=O)c1ccc(Cl)c(NC(=O)Cn2cc(C(F)(F)F)cc(Cl)c2=O)c1	-11.3%
Nc1nccnc1C(=O)NCc1cc(Br)ccc1F	-35.8%
CC(C)Cn1c(SCC(=O)Nc2nccs2)nnc1-c1ccco1	-20.5%
CNC(=O)c1ccc(NC(=O)CSCc2csc(-c3ccc(F)cc3)n2)cc1	-36.7%
Fc1ccc(NC(=S)N[C@H]2CO[C@H]3[C@@H]2OC[C@@H]3n2nnnc2Oc2ccc(-n3cncn3)cc2)cc1	-13.9%
CCc1ccc2oc(=O)cc(CN3CCN(CC(=O)NC4CCCC4)CC3)c2c1	-7.7%
CCOC(=O)[C@]12CCCC=C1N(Cc1ccco1)C(=O)[C@H](CC(=O)NCCc1ccccc1OC)C2	8.2%
N#Cc1ccc(N2C[C@@H]3OCC(=O)N(Cc4ccccn4)[C@@H]3C2)nc1	u

# Structures above printed as active in ALOX12 inh:
SMILES	ALOX12 inh
CCCc1noc(-c2ccn3c(CNC(=O)c4ccccc4F)nnc3c2)n1	50.1µM*

# The listing continues.
SMILES	ALOX12 inh
CSc1ccc(CN2C(=O)CN(S(C)(=O)=O)CC2(C)C(=O)NCc2ccc(Cl)cc2)cc1 (stereo not drawn)	-18.8%
O=C1CC2CCN(CC3CCCCC3)CC2CCN1 (stereo not drawn)	-0.8%[12.5 µM]
COc1cc(/C=C/c2nc(C#N)c(NCCCN(C)C)o2)cc(OC)c1OC	-1.4%
O=C(Nc1ccc2ccc(=O)oc2c1)C1=Cc2ccccc2OC=C1	-3.2%
c1ccc(COc2ncnc3c2ncn3CCCN2CCN(Cc3cccc4ccccc34)CC2)cc1	-12.8%
CN(C)C[C@@H]1CN(C)C[C@H]1NC(=O)Cc1cccc(F)c1	62.0%[activator]
Cc1ccc2c(C)c(C(=O)N3CC(OCc4ccccc4F)C3)oc2c1	49.2%[activator]
COc1ccc(NC(=O)c2cc(C3CCCCN3C(=O)c3cc(OC)c(C)c(OC)c3)on2)c(C)c1 (stereo not drawn)	0.6%
CSc1cccc(NC(=O)N2C[C@H](c3nc(-c4ccccc4)no3)[C@@H](C)C2)c1	u
COc1ccc(-c2nc3cccc(C)n3c2Nc2ccc3c(c2)OCCO3)cc1	43.3%[activator]
CCOC(=O)C1=CCN(S(=O)(=O)c2ccccc2Cl)C1c1cccc(C)c1 (stereo not drawn)	1.8%
CC(OC(=O)c1cc2ccccc2o1)C(=O)NC1(C#N)CCCCC1 (stereo not drawn)	-17.6%
COc1ccc(S(=O)(=O)N2CCN(C(=O)C3=Cc4cc(Cl)ccc4OC3)CC2)cc1OC	-13.7%
CCCCc1c(-c2ccc(F)cc2F)ncn1CCc1ccccc1OC	u
O=C(O)COc1ccc(-c2nccc3c2C(=O)N(Cc2c[nH]c4ccccc24)CC(COc2ccccc2)O3)cc1 (stereo not drawn)	-0.1%
CCCCc1c(-c2ccccc2OC)ncn1C1CCCC1	-6.2%
CCc1ccccc1S(=O)(=O)N1CCC(n2cnnc2C2CC2)CC1	17.6%
CSCCCNC(=S)Nc1cc(F)ccc1C	u
CCCCn1c(=O)n(CC(=O)Nc2cccc(C(C)=O)c2)c(=O)c2c1ncn2Cc1ccco1	u
O=C(NCc1ccccc1)c1ccccc1OC1CN(Cc2ccncc2)C1	14.1%
Cc1ccc(F)cc1S(=O)(=O)N(C)CC1CCOCC1	13.7%
O=C(CC1CCCCN(Cc2ccccc2)C1=O)NC1CC1 (stereo not drawn)	40.1%[activator]
O=C1Nc2ccccc2CC12CCN(Cc1cccc3ccccc13)CC2	23.6%
CCN(CC)C(=O)c1csc([C@@H]2O[C@H](CO)[C@H](O)[C@H](O)[C@H]2O)n1	-1.7%
CC(NC(=O)C(C)(C)C)C1CC1 (stereo not drawn)	3.3%
CCCn1cc(CN2CCC(CO)(Cc3ccccc3Cl)CC2)c(C)n1	7.6%
Cc1cnc2c(Cl)c(C(=O)N[C@@H]3COCC[C@@H]3OCC3CC3)nn2c1	-8.9%
c1ccc(CCc2nc3nccc(-c4cccnc4)n3n2)cc1	15.8%
Cc1ccc(C)c(/C=C/c2nc3ccccc3s2)c1	-17.0%
Cc1cc(N2CCN(CC(C)(C)O)C[C@@H]2C)ccc1N1CCN(CC(C)(C)O)[C@H](C)C1	2.7%

# Next part:
SMILES	ALOX12 inh
c1ccc2c(c1)COC1(CCN(CC3CC3)C1)CN2CC1CC1 (stereo not drawn)	2.4%[6.33 µM]
CCN(CC)C(=O)C1=C(C)N(CCCOC)C(=O)C(CC(=O)NC2CC2)C1 (stereo not drawn)	-10.6%
COc1cc(=O)n2c(c1C(=O)Nc1ccc(C)c(Cl)c1)CCCC2	37.9%[activator]
CCC(c1cccs1)N1C(=O)[C@H]2CN(S(=O)(=O)c3ccccc3Cl)C[C@H]2C1=O (stereo partly drawn)	8.9%
Cc1cnc(C2CC2)n1C1CCN(S(C)(=O)=O)CC1	24.2%
C#CCN(C[C@@H]1[C@@H](OC(=O)Nc2c(C)noc2C)[C@@H](OC(=O)Nc2c(C)noc2C)Cn2c(=O)n(CCCCCC)c(=O)n21)S(=O)(=O)c1ccc(C)cc1	u
O=C(O)c1cccc(COc2ccc(Cl)cc2Cl)c1	u
C=CCN(Cc1ccccc1OCC)C(=O)c1ccc(N(C)S(C)(=O)=O)cc1	-1.9%
CC(C)(C)NC(=O)Cc1csc(-c2cccs2)n1	-15.1%
CCOc1ccc(-c2nc(CN3CCN(C(=O)NCCc4ccccc4)CC3)c(C)o2)cc1	8.5%
CC1=CC(C)(C)N(S(=O)(=O)c2ccc(Cl)cc2)c2cc(C)ccc21	10.4%
CCN1CCCC1CNC(=O)C(=O)Nc1cccc2[nH]ccc12 (stereo not drawn)	0.2%
COc1ccc2c(c1)cc(C(=O)Nc1ccc(F)cc1)n2C	-25.1%
COc1cccc(C(=O)N2CCC(C(NC(=O)CC(C)C)C(=O)NCC(C)C)CC2)c1 (stereo not drawn)	83.8%[activator]
O=C(NCc1ccccn1)c1cccc(Cl)c1	32.5%[activator]
O=S(=O)(Nc1ccc(O)c2ncccc12)c1ccccc1F	-57.3%
COCCOc1cccc(Cn2cnc(-c3ccccc3)c2-c2cnc[nH]2)c1	44.6%[activator]
COc1ccc(-c2nc(C)nc3c2CN(C(=O)c2ccc(Cl)nc2)CC3)cc1	41.3%[activator]
CC(=O)Nc1cc(-c2ccc(C(=O)N3CCOCC3)cc2)cn2c(-c3cccc(C(C)=O)c3)cnc12	-11.5%
Fc1ccccc1-c1noc(-c2ncn3c2COC(c2ccccc2Cl)C3)n1 (stereo not drawn)	84.0%[activator]
COc1ccc(Cl)cc1-c1ccc2c(c1)C(=O)N1CCN(C(=O)C3CCCC3)C[C@H]1C(=O)N2	-22.0%
CC(C)CNC(=O)c1[nH]c(C(F)(F)F)nc1-c1ccccc1	u
N#Cc1ncn(Cc2coc(-c3ccc(Cl)cc3)n2)n1	u
CC(NC(=O)CCC(=O)c1ccc(F)cc1)C(=O)N1CCN(c2ccccn2)CC1 (stereo not drawn)	-12.3%
CC(=O)NC[C@H]1CCN(C(=O)c2cncc(Br)c2)C[C@H]1N(C)C	49.0%[activator]
Cc1ccsc1C(=O)N1CCc2c(nc3cc[nH]n3c2=O)C1	u
Cn1nc(C(=O)OCc2nc(-c3ccccc3)no2)c2ccccc21	u
COCc1nc(C2CCCN(C(=O)COc3ccc(F)cc3)C2)no1 (stereo not drawn)	21.3%
CC(C)COC(=O)N(C)C[C@H]1OCc2cnnn2CCCC(=O)N([C@H](C)CO)C[C@H]1C	1.3%
NC(=O)c1noc([C@H](CCCC2CCCCC2)CC(=O)NO)n1	21.1%[57.4 µM]

# 4 entries picked at random from the list so far:
SMILES	ALOX12 inh
CC(=O)Nc1cc(-c2ccc(C(=O)N3CCOCC3)cc2)cn2c(-c3cccc(C(C)=O)c3)cnc12	-11.5%
CC1=CC(C)(C)N(S(=O)(=O)c2ccc(Cl)cc2)c2cc(C)ccc21	10.4%
COCc1nc(C2CCCN(C(=O)COc3ccc(F)cc3)C2)no1 (stereo not drawn)	21.3%
CCN(CC)C(=O)C1=C(C)N(CCCOC)C(=O)C(CC(=O)NC2CC2)C1 (stereo not drawn)	-10.6%

# (further entries)
SMILES	ALOX12 inh
COc1ccc(-c2noc(CN(C)S(=O)(=O)c3ccc(OC)cc3)n2)cc1	3.1%
CCc1ccc(CNC(=O)c2ccc3c(c2)N(CC)C2CCCCCN2C3=O)cc1 (stereo not drawn)	u
Nc1ccccc1C(=O)NCCc1c[nH]c2ccccc12	18.3%
Cc1nn(C)c(C)c1CNCc1ccc(N2CCOCC2)nc1	u
Cc1ccc(CN(C)C(=O)CSc2nc3ccccc3o2)c(C)c1	-2.4%
CC(C)c1ccc(OCc2nnc(C(=O)N3CCC[C@@H]3C)n2-c2cccnc2)cc1	18.2%[176 µM]
CN(C)c1cccc(Oc2nnnn2[C@H]2CO[C@H]3[C@@H]2OC[C@@H]3NC(=O)NCc2ccccc2)c1	2.0%
CCN(CC(=O)NC(=O)NC1CC1)C(C)c1ccc(C#N)cc1 (stereo not drawn)	22.8%
CC(C)OC(=O)/C(C#N)=C\c1ccc(O)c(Br)c1	u
O=C(CCc1c[nH]c2ccccc12)OCC(=O)c1ccccc1	2.4%&-19.3%
CCOc1ccccc1C(=O)NCc1nnc2cc(-c3nc(CC)no3)ccn12	47.9%[activator]
O=C1NC(=NC2CCCCC2)C2(CCN(Cc3cccnc3)C2)N1c1cc(F)cc(F)c1 (stereo not drawn)	-0.7%[6.33 µM]
CCCNC(=O)N1CCC(=O)N(CC)C2(CCOCC2)C1	9.1%
CCCCCC(=O)N1C[C@@H](n2cc(COC(=O)c3ccccc3)nn2)[C@H](O)C[C@@H]1c1ccc(C)cc1	-0.5%
CCCc1nc2ccc(NC(=O)CC(C)(C)C)cn2n1	6.2%
Cc1ccc(C(=O)N2CCCC(c3nc(C(C)C)no3)CCNC(=O)CC2)s1 (stereo not drawn)	31.1%
COc1ccc(C(=O)NC2CCN(c3cc(-c4ccc(F)cc4)[nH]n3)CC2)cc1	7.9%
Cc1cccc(C(=O)N2CCCCC2c2n[nH]c(C)n2)c1 (stereo not drawn)	39.0%[activator]
CSc1ncnc2c1ncn2CCCNCc1cccc2ccccc12	0.1%
Cc1noc([C@@H]2CN(CC3CC3)C[C@H]2CO)n1	2.4%
CCc1nc(-c2c3n(c(=O)n(CC(=O)Nc4ccccc4Cl)c2=O)CCCC3)no1	9.2%
Cc1cccc(-n2nnnc2SCc2nc(N)c3ccccc3n2)c1	2.4%
CCCNC(=O)N1CCC(O)(c2csc(CN3CCN(C)CC3)n2)CC1	-55.1%[176 µM]
Fc1ccc(CN2CCC(N3CC(OCC4CC4)C34CCOCC4)CC2)c(F)c1 (stereo not drawn)	44.7%[activator]
O=S(=O)(c1ccccc1Br)N1CCNCC1	9.1%
Brc1n[nH]c(Br)n1	20.7%
CCCCNS(=O)(=O)c1cccc(NC(=O)c2cccc3cccnc23)c1	56.9%[activator]

# A run of entries of the results above, for reference:
SMILES	ALOX12 inh
COc1ccc(-c2noc(CN(C)S(=O)(=O)c3ccc(OC)cc3)n2)cc1	3.1%
CCc1ccc(CNC(=O)c2ccc3c(c2)N(CC)C2CCCCCN2C3=O)cc1 (stereo not drawn)	u

# The list is partial; count on the stated rates, not on these rows.
